KLK5 inh = human KLK5 protease inhibitors, primary screen, biochemical, 1536-well; Kallikrein-5 (Homo sapiens), Q9Y337; recombinant hK5, fluorogenic AMC substrate cleavage; hit rate 0.59% among 210,000; inhibition, % at 5 µM;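 active means inhibition of 40% or more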;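 further: 0% = enzyme controls without compound and 100% = no-enzyme blanks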
Target sequence (Q9Y337 67-293 limits assumed): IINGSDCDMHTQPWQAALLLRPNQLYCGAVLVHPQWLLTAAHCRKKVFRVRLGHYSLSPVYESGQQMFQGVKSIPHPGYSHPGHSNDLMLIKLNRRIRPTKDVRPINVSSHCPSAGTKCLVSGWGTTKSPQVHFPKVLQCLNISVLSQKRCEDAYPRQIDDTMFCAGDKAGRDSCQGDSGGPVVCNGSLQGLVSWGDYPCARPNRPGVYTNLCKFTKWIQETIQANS
Wee1 degr inh = Wee1 degradation inhibitors, primary screen, cell-based, HeLa, Wee1K328M-luciferase, luminescence; Wee1-like protein kinase (Homo sapiens), P30291; HeLa Luc-Wee1K328M stability; 100% = proteasome inhibitor MG132 effect; reporter increase, % at 5 µM; hit rate 1.2% among 220,000; AID 1321, 2008;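 active means activation above the mean of all tested compounds plus 3 SD, set per screening run, cut at about 8.8% in these data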;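 further: cells exposed to compound for 20 h before luminescence read; 0% = DMSO alone and 100% = MG132 at 30 µM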
thrombin 1536 = human alpha-thrombin inhibitors, primary screen, counter-screen for coagulation protease inhibitor project, biochemical, 1536-well, fluorogenic AMC substrate; hit rate 0.26% among 220,000; Boc-VPR-AMC fluorogenic substrate cleavage; inhibition, % at 5 µM;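 active means inhibition at or above 40%; inactive means inhibition below 40%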;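 further: 0% = enzyme with no compound and 100% = wells without enzyme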
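Material: Human alpha-thrombin protein | Buffer or medium: pH 7.5 Tris-saline with Tween 20 | Reagent: Boc-VPR-AMC substrate, 15 µM final | Schedule: Reaction at ambient temperature | Detection: AMC fluorescence at 355 nm excitation and 460 nm emission | Evaluation: Percent inhibition scaled between no-compound controls and no-enzyme blanks | Controls: no-compound enzyme wells and no-enzyme blanks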
PERK inh = block of dimerizer-induced PERK translation repression, primary screen, PERK inhibitor project, CHO PERK-DD cells, SEAP luminescence, HTS; Eukaryotic translation initiation factor 2-alpha kinase 3 (Homo sapiens), Q9NZJ5; CHO PERK-DD fusion, SEAP luminescence translation reporter; inhibition, % at 5.6 µM; hit rate 0.17% among 220,000;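 active means inhibition above the mean inhibition of all tested compounds plus 3 SD, set separately per screening campaign, cut at about 2.9% in these data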;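 further: PERK kinase domain activated by AP20187 dimerizer at 100 nM; 0% = DMSO with dimerizer and 100% = rapamycin at 8.4 µM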
FXIIa inh = human FXIIa protease inhibitors, primary screen, biochemical, 1536-well | Coagulation factor XII (Homo sapiens), P00748 | purified FXIIa, Boc-QGR-AMC fluorogenic substrate, 2 h | inhibition, % at 5 µM | hit rate 0.3% among 220,000 | AID 800, 2007; in the data active means inhibition above about 40%;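 further: 0% = enzyme with no compound and 100% = blank without enzyme; many of its hits are not listed in these tables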
p97 inhibitor = inhibitors of human p97 ATPase, primary screen, biochemical; Transitional endoplasmic reticulum ATPase (Homo sapiens), P55072; recombinant p97 ATPase, Kinase-Glo ATP luminescence, 3 h; inhibition, % at 8 µM; hit rate 0.42% among 220,000; AID 1481, 2009; in the data active means inhibition above about 15%;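 further: 0% = DMSO vehicle and 100% = wells lacking enzyme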
FXIa inh 1536 = human FXIa protease inhibitors, primary screen, biochemical, 1536-well; inhibition, % at 5 µM; purified FXIa, Boc-Glu-Ala-Arg-AMC fluorogenic substrate; Coagulation factor XI (Homo sapiens), P03951; hit rate 0.14% among 220,000;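 active means inhibition of at least 40%; inactive means inhibition below 40%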;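 further: fluorescence of freed AMC excited at 355 nm; 0% = enzyme without compound and 100% = no enzyme blank; many of its hits are not listed in these tables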
KCC2 mod = KCC2 cotransporter modulators, thallium flux, primary screen, cell-based, HEK293 KCC2, FluoZin-2 fluorescence, MLSMR | Solute carrier family 12 member 5 (Homo sapiens), Q9H2X9 | KCC2 cells, thallium flux FluoZin-2 fluorescence | B-score of Tl+ flux slope (higher = more flux/activation; lower = inhibition) at 10 µM | hit rate 2.2% among 190,000 | AID 1456, 2008;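 active means thallium flux slope and its plate-corrected score both differing from the plate sample mean at a set confidence after two filtering rounds, in either direction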;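 further: slope of fluorescence scaled to starting intensity during 10 to 20 s after thallium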
Furin inh = human furin inhibitors, primary screen, biochemical, fluorescence intensity. hit rate 0.061% among 220,000. purified furin, fluorogenic substrate cleavage. P09958. inhibition, % at 30 µM; in the data active means inhibition above about 25%; further: inactives centre near -15
Target sequence (P09958 108-714 limits assumed): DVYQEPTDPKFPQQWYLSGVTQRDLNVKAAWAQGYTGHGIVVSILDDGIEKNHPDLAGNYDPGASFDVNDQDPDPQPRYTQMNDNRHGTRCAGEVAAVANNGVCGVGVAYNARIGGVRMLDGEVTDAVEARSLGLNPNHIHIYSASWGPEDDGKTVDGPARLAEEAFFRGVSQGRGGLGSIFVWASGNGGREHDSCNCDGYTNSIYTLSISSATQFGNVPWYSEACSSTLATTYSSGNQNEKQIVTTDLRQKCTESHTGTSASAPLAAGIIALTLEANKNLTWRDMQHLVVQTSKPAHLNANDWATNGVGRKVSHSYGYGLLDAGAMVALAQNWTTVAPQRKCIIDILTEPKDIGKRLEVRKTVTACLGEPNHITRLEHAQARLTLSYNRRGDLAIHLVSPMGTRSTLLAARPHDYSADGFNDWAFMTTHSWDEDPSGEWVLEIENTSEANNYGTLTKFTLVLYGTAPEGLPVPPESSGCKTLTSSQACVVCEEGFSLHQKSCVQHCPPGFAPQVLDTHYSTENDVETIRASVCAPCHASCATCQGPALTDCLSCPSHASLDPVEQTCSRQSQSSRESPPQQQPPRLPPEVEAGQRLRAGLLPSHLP
Active calls of the source: *; i = inactive; x = not tested or not shown; [ ] = another dose, or the depositor's remark.

SMILES	KLK5 inh	Wee1 degr inh	thrombin 1536	PERK inh	FXIIa inh	p97 inhibitor	FXIa inh 1536	KCC2 mod	Furin inh
Cc1nn(-c2ccccc2)c2c1C(=O)NC(=O)C(C)(C)C2	-12	-1	3	1.2	12	9	2	0.56	-21
O=C(c1ccc(Br)o1)N1CCCc2ccccc21	-12	4	-6	-0.8	14	-8	6	-1.3	-16[20 µM]
Cc1ccccc1-c1nnn(Cc2ccc(-c3nn[nH]n3)cc2)n1	-27	4	-2	1.1	-5	3	-5	-1.4	-29
COc1ccc(S(=O)(=O)N2CCN(C(=O)COc3ccc4c(C)cc(=O)oc4c3)CC2)cc1	-8	-2	-6	0.0	7	-2	-7	x	-36
NC(=O)c1cccnc1OCC(F)(F)F	-1	0	-4	-0.4	9	3	-1	0.76	-16
Cc1cc(C)n(C(=O)CNc2cccc(Cl)c2C)n1	46*	0	5	0.7	44*	2	5	1.3	-23[20 µM]
COc1ccc(CNC(=O)c2ccc(Br)o2)cc1	-6	-1	2	1.0	8	2	4	0.28	-17
CC(=O)c1cc(C#N)c(Oc2ccc(F)cc2)nc1C	-16	1	0	1.4	10	2	5	x	-35[20 µM]
O=C(CCCSc1nnc(-c2cccs2)n1CC1CCCO1)c1ccccc1 (stereo not drawn)	27	-2	-4	-0.6	12	-6	0	-2	-14
O=C1C(=O)N2C(=C1C(=O)N1CCCCCC1)c1ccccc1CC21CCCC1	5	3	-2	0.4	11	0	2	-0.19	-10
CN(c1nc2ccccc2n2c(-c3ccco3)nnc12)S(=O)(=O)c1ccccc1	18	2	1	0.3	0	-4	3	x	-31
COc1ccc(/C=C/C(=O)OC2CCCN(C)C2)cc1 (stereo not drawn)	18	0	21	0.4	29	-3	25	i	-8
COc1cc(/C=C2/SC(=S)N(c3c(C)n(C)n(-c4ccccc4)c3=O)C2=O)ccc1O	0	2	-11	0.5	3	7	-1	-2.6	9
CC1=[N+]([O-])C(C)(C)C(c2ccc(Br)cc2)=[N+]1[O-]	-18	2	-7	0.7	6	3	9	0.75	3
CCCn1c(CCNC(=O)c2cccs2)nc2ccccc21	-9	1	-7	-1.3	4	-11	-8	-0.37	9
CCCn1c(SCC(=O)Nc2cccc(C)n2)nnc1C(C)C	-6	1	-7	0.2	3	5	-6	0.8	-20
O=c1cc(NCc2ccco2)c2ccccc2o1	-18	1	-8	0.0	-2	-8	-5	x	-7[20 µM]
COc1ccccc1NS(=O)(=O)c1cccc(C(=O)OCc2nc3ccccc3s2)c1	-18	3	-5	0.3	9	1	5	-2.2	-5
Cc1cccc(C(=O)NCC(c2ccc(F)cc2)N2CCOCC2)c1 (stereo not drawn)	2	2	14	0.4	13	-5	2	1.2	-24
Cn1c(SCc2ccc(F)cc2)nnc1-c1ccccn1	2	0	4	-0.6	0	6	2	0.55	-13
Cc1c(NC(=O)c2ccc(COc3ccc4ccccc4c3)o2)c(=O)n(-c2ccccc2)n1C	-9	-1	-2	-1.5	2	-4	-1	-2.2	0[20 µM]
O=C(COC(=O)Cn1cnc2ccccc2c1=O)Nc1ccc(Cl)cc1	-5	-2	-13	1.0	3	6	-2	-1.7	-19
Cc1c(C(=O)O)cccc1-c1ccc(C=O)o1	-29	-1	2	1.4	8	4	5	-0.33	-17
Cc1cccc(N2CCN(C(=O)C3CCN(S(=O)(=O)c4cccnc4)CC3)CC2)c1C	-19	1	-4	0.3	9	1	7	-0.05	-29
Cc1nc([N+](=O)[O-])c(Br)n1Cc1ccccc1	2	-1	-8	1.2	6	14	4	-0.68	-9

(next part)
SMILES	KLK5 inh	Wee1 degr inh	thrombin 1536	PERK inh	FXIIa inh	p97 inhibitor	FXIa inh 1536	KCC2 mod	Furin inh
N#CCSc1nc2ccccc2c(=O)n1CC1CCCC1	7	-2	0	0.1	9	4	1	0.94	-23
CN(C)c1ccc(C(=O)C(O)c2ccccc2)cc1 (stereo not drawn)	-7	1	0	0.8	9	7	-1	0.34	-6[20 µM]
O=C1NCC(O)=C1C=NCCCO	-6	-4	2	1.5	14	3	3	0.37	-12
CC(NC(=O)OCc1ccccc1)C(=O)OCN1C(=O)c2ccccc2C1=O (stereo not drawn)	21	7	6	0.0	4	-1	13	0.32	-12[20 µM]
CCCc1ccc(-c2cc(NC(=O)CSc3nnc(N)s3)n(-c3ccccc3)n2)cc1	-2	10*	-2	-0.4	7	4	5	-1.1	-18
Cc1nnc(N2CCN(C)CC2)c2nn(-c3ccc(Cl)cc3)c(C)c12	x	-1	x	-1.4	x	-6	x	-1.2	-15[20 µM]
NC(=S)N/N=C/c1c[nH]c2ccccc12	6	4	0	0.9	8	5	1	0.19	-9
CC1(C)CC(=O)C=C(NCCN2CCN(C(=S)Nc3ccc(F)cc3)CC2)C1	-6	-1	0	0.8	5	1	-7	0.32	-19
CC(=O)Nc1ccc(S(=O)(=O)Nc2ccc(F)c([N+](=O)[O-])c2)cc1	-4	1	-2	0.7	6	2	-7	0.33	-9
CCOC(=O)c1cccc(NC(=O)C2CCCO2)c1 (stereo not drawn)	-27	0	11	0.4	4	1	-10	0.059	-17[20 µM]
O=C(O)Cc1ccc(NC(=O)C2CC=CCC2C(=O)O)cc1 (stereo not drawn)	-3	-3	-1	1.3	9	4	1	0.36	-26
COCCCNC(=O)c1ccc(C(=O)NCCCOC)cc1	-16	-3	0	1.0	20	4	-1	0.94	-11
COc1cccc(C2C(C(N)=O)=C(C)Nc3nc(-c4cccc(Cl)c4)nn32)c1 (stereo not drawn)	-25	2	1	-0.5	-3	3	-6	-0.1	-17
COc1ccc(C(=O)Nc2ccc(-c3cn4ccsc4n3)cc2)cc1S(=O)(=O)N1CCOCC1	-20	4	3	-1.0	7	0	-2	0.095	-16
O=C(NCCCc1ccccc1)C1CCN(c2nnc(-n3cccc3)s2)CC1	-8	1	-1	0.0	8	-2	3	-2.1	-9
COc1ccc(S(=O)(=O)N2CCN(C(=O)c3cccs3)CC2)cc1	-1	2	-1	-0.9	-5	5	-1	-1.2	-3
O=Cc1ccc(Oc2ccc(F)cc2)nc1	-5	6	-6	1.6	2	5	-4	0.64	-23
COc1ccc(Cl)cc1NC(=S)NCc1cccnc1	1	-2	-2	-0.4	4	2	-3	1.1	-21
Cc1ccc2[nH]c(=O)c(CN(CCCN(C)C)C(=O)Nc3ccc(Cl)cc3)cc2c1	-2	3	0	-1.2	12	0	2	-0.46	-27[20 µM]
CCOc1ccc(C(=O)C(c2ccccc2)N2CCOCC2)cc1 (stereo not drawn)	-6	-4	-12	0.1	-9	3	-4	x	-2
COC(=O)c1c(N)sc(C(=O)N2CCOCC2)c1C	2	6	-2	-0.1	14	0	-3	1.6	-16[20 µM]
O=C(CN1C(=O)/C(=C2\SC(=S)N(C3CCS(=O)(=O)C3)C2=O)c2ccccc21)Nc1ccc(F)cc1 (stereo not drawn)	1	1	-4	1.1	4	4	-2	0.72	-25
O=C(N/N=C/c1ccc[nH]1)c1cccnc1	-4	-4	-17	1.7	-4	2	1	-0.76	-28[20 µM]
COC(=O)CCNS(=O)(=O)c1ccc2ccccc2c1	-7	0	3	0.9	15	-1	9	0.48	-15
Cc1ccc(S(=O)(=O)/N=C(\c2ccccc2)N(C)S(=O)(=O)c2ccc(C)cc2)cc1	-6	-2	5	0.7	24	3	1	-0.0038	-21

(more compounds)
SMILES	KLK5 inh	Wee1 degr inh	thrombin 1536	PERK inh	FXIIa inh	p97 inhibitor	FXIa inh 1536	KCC2 mod	Furin inh
O=C(CSc1nnnn1C1CCCC1)NCc1ccccc1	11	-2	-6	0.7	13	3	-2	-1.4	-13[20 µM]
COc1ccc(OC)c(/C=N/NC(=O)c2csc3ccccc23)c1	-1	-3	-5	0.3	13	3	-3	x	-11
Cc1cc(C(C)(C)C)oc1C(=O)N(CC(=O)NC1CCCC1)Cc1ccccc1Cl	-19	1	-5	-0.4	13	-4	-3	x	-24[20 µM]
COC(=O)[C@H](CC(C)C)NC(=O)Nc1ccccc1F	0	-3	-2	0.6	13	2	-1	-1.1	-23
Cc1cc(=S)c2ccccc2[nH]1	-1	6	0	-1.8	6	6	-1	0.049	-10
Cc1nc(CC(=O)Nc2nc(-c3ccccc3)cs2)cs1	-22	6	-4	-1.3	2	-1	-8	-3.4*	-21
CC12c3ccccc3C(c3ccccc31)C1C(=O)N(Cc3cccnc3)C(=O)C12 (stereo not drawn)	7	2	6	0.7	26	-2	7	x	-26[20 µM]
Cc1cc(C(=O)N2CCCC(C(=O)c3ccc4ccccc4c3)C2)n(C)n1 (stereo not drawn)	3	0	-7	0.5	10	4	0	-0.75	-25
CC1=NN(C(=O)Cc2ccc([N+](=O)[O-])cc2)C(O)(C(F)(F)C(F)(F)F)C1 (stereo not drawn)	-4	1	-3	1.4	7	7	3	0.46	-17
Cc1cc(C)cc(NS(=O)(=O)c2ccc(NC(=O)C3CCCCC3C(=O)O)cc2)c1 (stereo not drawn)	-17	-2	-7	0.5	13	0	4	0.71	-8
COc1ccc(NC(=O)c2ccc(NCCN3C(=O)CCC3=O)c([N+](=O)[O-])c2)cc1	-21	-3	1	1.3	-3	1	-5	0.78	-26
O=C(NCc1cccnc1)c1ccc([N+](=O)[O-])o1	-2	-1	-9	0.3	8	4	-3	0.021	-18
Cn1c(SCC(=O)Nc2ccc3cn[nH]c3c2)nnc1-c1cccs1	-5	-1	0	1.4	-7	5	-7	0.4	-39[20 µM]
CCCC(=O)Oc1ccc2c(C)cc(=O)oc2c1	-16	-2	13	0.9	32	10	7	-0.35	-136
COc1ccc(/C(O)=C2\C(=O)C(=O)N(Cc3ccco3)C2c2ccc(OC)cc2OC)cc1 (stereo not drawn)	-12	-1	-5	0.6	-3	2	-4	0.0094	-2
COc1ccc(-n2c(C)cc(C(=O)CN3C(=O)NC4(CCCc5sccc54)C3=O)c2C)cc1 (stereo not drawn)	-16	2	-9	-0.3	0	0	-3	-0.65	-14
COC(=O)c1cc2ccc(OC)c(OC)c2c(=O)s1	29	4	10	-0.9	21	1	10	x	-2
Cc1[nH]nc2c1C(Cc1ccccc1)C(C#N)=C(N)O2 (stereo not drawn)	-16	0	-2	0.2	3	-4	-3	-0.007	-18
Cc1onc(-c2ccccc2)c1C(=O)Nc1ccc2c(C)cc(=O)oc2c1	-7	3	1	-0.3	19	6	8	0.95	-28

3 entries from above, with values under each structure.
Values in the order – KLK5 inh	Wee1 degr inh	thrombin 1536	PERK inh	FXIIa inh	p97 inhibitor	FXIa inh 1536	KCC2 mod	Furin inh
> O=C(NCc1cccnc1)c1ccc([N+](=O)[O-])o1
  -2	-1	-9	0.3	8	4	-3	0.021	-18
> CN(c1nc2ccccc2n2c(-c3ccco3)nnc12)S(=O)(=O)c1ccccc1
  18	2	1	0.3	0	-4	3	x	-31
> Cc1onc(-c2ccccc2)c1C(=O)Nc1ccc2c(C)cc(=O)oc2c1
  -7	3	1	-0.3	19	6	8	0.95	-28

Source: PubChem BioAssay
